Bioassay records as filed in PubChem BioAssay.
VEEV TC-83 Vero: inhibitors of VEEV TC-83 cytopathic effect, confirmation, Vero cells (AID 588727); Vero cells, VEEV TC-83 cytopathic effect inhibition; higher % means a stronger effect; inhibition, % at 20 µM, or IC50 in µM where a hit was titrated; hit rate 0.13% among 350,000; in the data active = a potency from the dose series; inconclusive = inhibition mostly from about 14% at the one dose, without a potency; inactive = the rest, 99 in 100 with inhibition below about 12%; also: strong numbers were not always called active
M. tuberculosis: growth inhibition of non-replicating M. tuberculosis (AID 488890). inhibition, % at 25 µM; hits with a dose series show IC50 in µM. hit rate 0.39% among 320,000. Mycobacterium tuberculosis non-replicating, growth inhibition; higher % means a stronger effect; in the data active = a potency from the dose series; inconclusive = inhibition mostly from about 82% at the one dose, without a potency; inactive = the rest, 99 in 100 with inhibition below about 76%;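 also: plate controls were DMSO cells for no effect and high antibiotic wells for full effect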
M. tuberculosis HTS: M. tuberculosis growth inhibition, HTS (AID 449762); M. tuberculosis H37Rv growth inhibition, 7H9 media; higher % means a stronger effect; hit rate 0.59% among 330,000; inhibition, % at 25 µM, or IC50 in µM where a hit was titrated; in the data active = a potency from the dose series; inconclusive = inhibition above about 70% without an active follow-up result;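 also: bacterial growth assessed after seven days of incubation; strong numbers were not always called active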
influenza NS1A: H1N1 influenza NS1A inhibitors, functional cell based assay (AID 504329); NS1A functional cell-based assay, percent inhibition; higher % means a stronger effect; inhibition, % at 12.5 µM; hits with a dose series show IC50 in µM; hit rate 0.3% among 340,000; in the data active = a potency from the dose series; inconclusive = inhibition above about 27% without an active follow-up result; also: strong numbers were not always called active
Salmonella PhoP GFP: PhoP regulon inhibitors, Salmonella typhi PhoP promoter GFP reporter, confirmatory (AID 1850). Salmonella Typhi PhoP-promoter GFP reporter, fluorescence, 4 h; higher % means a stronger effect. inhibition, % at 50 µM; hits with a dose series show IC50 in µM. hit rate 0.33% among 310,000; in the data active = a potency from the dose series; inconclusive = inhibition mostly from about 25% at the one dose, without a potency; inactive = the rest, 99 in 100 with inhibition below about 19%;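 also: 0% = induced wells with vehicle and 100% = uninduced wells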
VEEV TC-83 Vero 10K pilot screen: further read-out of VEEV TC-83 Vero, marked with its call; inhibition, %; measured here: 10K pilot screen inhibition
An asterisk follows results filed as active; i = inactive; ? = inconclusive; · = not tested or not shown; & = joins results of further samples.

SMILES	VEEV TC-83 Vero	M. tuberculosis	M. tuberculosis HTS	influenza NS1A	Salmonella PhoP GFP	others
O=C(NC(=S)NCCc1ccccc1)c1ccco1	1.2%	·	-8%	1%	-9%
CC(=O)Nc1ccccc1OCC(=O)NC(C)c1ccc(F)cc1 (stereo not drawn)	i	23%	6%	-5%	11%
CCS(=O)(=O)Nc1ccc(C2=NN(C(=S)Nc3ccccc3)C(c3ccco3)C2)cc1 (stereo not drawn)	6.7%	-8%	65%	-1%	-21%
CCCCOc1ccc(CNn2c(C)nc3ccccc3c2=O)cc1	i	17%	2%	-10%	14%
COc1ccc(NC(=O)CCN2CCCCCC2)c(OC)c1	i	13%	-7%	-4%	-9%
CC1(C)N=C(/C=N/O)C=[N+]1[O-]	1.6%	8%	5%	-1%	2%
CC(NC(=O)c1cccc(OC2CCN(C(=O)C3CC3)CC2)c1)c1ccc(F)cc1 (stereo not drawn)	4.7%	20%	1%	-7%	-9%
O=C(NCc1ccccc1)c1ccccc1OCC(=O)N1CCCCC1	0.1%	-10%	-4%	0%	2%
COc1cccc(C(=O)OCC(=O)Nc2cc(C)on2)c1OC	1.7%	-3%	4%	6%	·
CCN(CC)C(=O)C(=O)c1cccn1-c1cccc(OC)c1C#N	1.0%	-4%	-2%	1%	-6%	VEEV TC-83 Vero 10K pilot screen=1.7
COc1cccc(NC(=O)N2CCC(n3nnc4ccccc43)CC2)c1	1.4%	5%	-3%	-4%	3%
COc1ccc(C(=O)CSc2ncnc3nc[nH]c23)cc1	0.7%	-5%	-1%	-3%	8%
COCCNC(=O)CSc1ccccc1C(=O)O	0.8%	-1%	-2%	-1%	8%
CCCC1O[C@@H]2CC3C4CCC5=CC(=O)C=C[C@]5(C)C4C(OC(C)=O)C[C@]3(C)[C@]2(C(=O)COC(C)=O)O1 (stereo partly drawn)	1.1%	70%	11%	7%	-11%
Oc1ccccc1CN(CCc1ccccc1)Cc1ccccc1	1.7%	50%	9%	-7%	3%
O=C(NCCc1ccccn1)c1cc2ccccc2o1	1.7%	12%	4%	5%	10%
CC(C)(C)NC(=S)N/N=C/c1cc(Br)c(O)c(Br)c1	1.0%	20%	9%	2%	-1%
NC(=O)CN1C(=O)C(O)(CC(=O)c2ccccc2O)c2ccccc21 (stereo not drawn)	0.2%	1%	-14%	4%	-3%
CCC(=O)Nc1nn(C)c2nc3c(C)cccc3cc12	3.6%	26%	6%	0%	3%
Cc1nnc(SCC(=O)N/N=C/c2cc(Cl)c(O)c(Cl)c2)s1	1.6%	43%	-4%	-5%	-5%
O=C(NC1CCCC1)C1CCC(CNS(=O)(=O)c2ccccc2)CC1 (stereo not drawn)	1.6%	-17%	0%	5%	0%
Cc1c(C(=O)NCC2CCCO2)oc2c(Cl)cccc12 (stereo not drawn)	2.4%	-13%	-10%	-5%	2%
Cc1ccc(-c2noc(CC(c3ccccc3)c3ccccc3)n2)cc1	3.1%	4%	1%	-4%	-5%
CC(=O)c1cccc(NC(=O)C2CC(c3ccc(F)cc3)=NO2)c1 (stereo not drawn)	4.3%	20%	2%	13%	5%
CCOC(=O)c1[nH]c(C)c(/C(O)=C2\C(=O)C(=O)N(CCN(C)C)C2c2ccncc2)c1C (stereo not drawn)	0.1%	1%	-1%	-10%	-7%
O=C(/C=C/N1CCOCC1)c1ccc(-c2ccccc2)cc1	i	?	-14%	1%	-15%
Cc1nn(C)cc1CNC(=O)c1cccc(Br)c1	5.8%	-4%	3%	3%	0%
CC(=O)N/C(=C\c1ccc(F)cc1)C(=O)NC(Cc1ccccc1)C(=O)O (stereo not drawn)	3.2%	-5%	-3%	-12%	2%
COC(=O)c1cc(CSc2nnc(NC3CCCCC3)s2)oc1C	0.3%	43%	-6%	-6%	1%	VEEV TC-83 Vero 10K pilot screen=0.6
CCOc1ccc(S(=O)(=O)NCCC(=O)OCC(=O)c2ccc[nH]2)cc1	i	19%	-4%	-12%	1%

Four entries picked at random from the list so far:
SMILES	VEEV TC-83 Vero	M. tuberculosis	M. tuberculosis HTS	influenza NS1A	Salmonella PhoP GFP	others
COC(=O)c1cc(CSc2nnc(NC3CCCCC3)s2)oc1C	0.3%	43%	-6%	-6%	1%	VEEV TC-83 Vero 10K pilot screen=0.6
O=C(NCc1ccccc1)c1ccccc1OCC(=O)N1CCCCC1	0.1%	-10%	-4%	0%	2%
Cc1nnc(SCC(=O)N/N=C/c2cc(Cl)c(O)c(Cl)c2)s1	1.6%	43%	-4%	-5%	-5%
O=C(NCCc1ccccn1)c1cc2ccccc2o1	1.7%	12%	4%	5%	10%

The results go on.
SMILES	VEEV TC-83 Vero	M. tuberculosis	M. tuberculosis HTS	influenza NS1A	Salmonella PhoP GFP	others
CC(C(=O)Nc1ccccc1C(=O)O)n1c(C(F)(F)F)nc2ccccc21 (stereo not drawn)	9.8%	73%	-5%	-6%	-5%
Cc1cc(O)c(C(C)C)cc1NC(=O)c1ccccc1Cl	1.9%	6%	-11%	6%	-7%
CC1(C)C(c2cccs2)=[N+]([O-])C2(CCCCC/C2=N\O)N1O (stereo not drawn)	i	10%	-5%	-7%	-11%
Cc1cccc(NC(=O)CCc2ccccc2)c1C	0.1%	-7%	-3%	13%	-6%
CCOC(=O)CSc1nc2cc(OC)ccc2cc1C#N	8.6%	62%	46%	-8%	-1%
Cc1cc(C)c(N=C2CCCN2Cc2ccccc2)c(C#N)c1	1.3%	26%	3%	0%	-3%
CCCN1C(=O)c2ccccc2NC1c1ccc(O)c(OCC)c1 (stereo not drawn)	i	-16%	1%	-2%	1%
O=C(Cn1ccc(=O)[nH]c1=O)Nc1ccc(O)c([N+](=O)[O-])c1	0.8%	·	·	-10%	·
O=C(OCCN1CCOCC1)c1ccc(OCCN2CCOCC2)cc1	0.2%	-5%	0%	-8%	9%
Cc1ccc(-n2nc3c(=O)n(CCCC(=O)NCc4ccccc4Cl)nc(C)c3c2C)cc1	i	12%	4%	-11%	0%
COc1cc(OC)c(OC)cc1/C=C1\C(=O)NC(=O)N(Cc2ccccc2)C1=O	0.7%	-1%	0%	-2%	7%
CC(C)(C)C(=O)COC(=O)c1cc(-c2cccnc2)nc2ccccc12	0.3%	6%	14%	-2%	-2%
C/C(=N\NC(=O)CN1CCN(Cc2ccccc2)CC1)c1ccncc1	1.1%	5%	-4%	-23%	-2%
COc1ccc(N/C(N)=N/c2nc(C)c(Cc3ccccc3)c(=O)[nH]2)cc1	i	-4%	6%	-2%	-3%
Cn1/c(=N\NC(=O)c2ccccc2Cl)sc2ccccc21	1.8%	-8%	-11%	-8%	0%
Cc1ccccc1-c1nc(CN2CCC(C(=O)NCCCN3CCCC3)CC2)c(C)o1	i	8%	-5%	8%	1%&2%
Cn1c(=O)c2cc(S(=O)(=O)NCCC(=O)NCc3ccccc3Cl)ccc2n(C)c1=O	1.2%	5%	4%	-2%	-22%
Cc1ccc(NC(=O)/C(C#N)=C/c2ccccc2C(F)(F)F)cc1	0.4%	-4%	4%	2%	-8%
CCOc1ccc(CCNS(=O)(=O)c2c(C)n[nH]c2C)cc1OCC	i	2%	0%	1%	-7%
CCS(=O)(=O)c1ccc(C=NNc2nc3ccccc3o2)cc1	9.6%	·	·	-9%	·
CCC(=O)Nc1ccc(NC(=O)c2ccc3ccccc3c2)cc1	1.1%	6%	-5%	-10%	-4%
CCOc1ccccc1NC(=O)CSc1nc(N)c(C#N)cc1C#N	1.1%	12%	6%	-1%	34%
O=C(CSCc1ccccc1)N1CCN(S(=O)(=O)c2ccc(F)cc2)CC1	5.7%	3%	2%	-9%	0%
O=S(=O)(c1ccccc1)N1CCC(O)(CSc2ccc(Cl)cc2)CC1	3.4%	-2%	13%	-5%	-4%
O=C1OC[C@H]2CCCN2C(=O)[C@@H](CC(=O)N(CCO)Cc2ccccc2)C/C=C\C[C@H]1Cc1ccc(F)cc1	0.8%	·	-1%	3%	·
CN1CCN(C2Cc3cc(F)ccc3Sc3ccc(Cl)cc32)CC1 (stereo not drawn)	0.7%	?	?	-4%	62µM*
OC(CNCc1ccccc1)(c1ccc(F)cc1)c1ccc(F)cc1	i	11%	-3%	0%	-6%
Cc1ccc(S(=O)(=O)c2cc3c(=O)n4ccccc4nc3n(C)c2=N)cc1C	2.9%	-10%	-6%	-6%	1%
O=C(NNC(=O)C1CC1c1ccccc1)Nc1ccccc1 (stereo not drawn)	0.2%	0%	-8%	-3%	-11%
COCCNC(=O)/C(C#N)=C1\N=C(N)c2ccccc21	2.4%	2%	-3%	13%	-3%
CN=C1SC(CC(=O)Nc2sc3c(c2C#N)CCCC3)C(=O)N1C (stereo not drawn)	4.7%	1%	-10%	4%	-4%
CC1=C(C(=O)OCCCBr)C(c2ccc3c(c2)OCO3)NC(=O)N1 (stereo not drawn)	4.3%	25%	-4%	-24%	-2%
Cc1ccc2cc(-c3noc(C4CCCO4)n3)c(=O)[nH]c2c1 (stereo not drawn)	10%	·	-9%	7%	33%
COc1ccc(NC(=O)CN(C)C(=O)c2cc(-c3ccncc3)nc3ccccc23)cc1	7.5%	-7%	-4%	-4%	-7%
CCN1C(=O)C(Cc2nc3ccccc3c(=O)n2C)c2ccccc21 (stereo not drawn)	6.6%	20%	13%	2%	8%
CCOP(=O)(Cc1ccc(C(=O)CC)o1)OCC	4.3%	6%	9%	-5%	-13%
O=S(=O)(c1ccccc1)n1cc(-c2ccccn2)c(N2CCOCC2)n1	1.0%	-1%	-3%	-12%	-10%
COCC1CCCN(Cc2cn(-c3ccccc3)nc2-c2ccc3c(c2)OCO3)C1 (stereo not drawn)	0.9%	17%	-5%	-33%	-5%
COc1cc(/C=C2\C(=O)N(c3ccc(S(N)(=O)=O)cc3)N=C2C)ccc1OC(=O)c1ccco1	i	7.4µM*	16µM*	-4%	-7%
COC(=O)CSc1ccc(S(=O)(=O)N2CCC(C)CC2)cc1[N+](=O)[O-]	0.2%	8%	3%	8%	-10%
O=C1c2cccc3cccc(c23)C(=O)N1CCN1CCN(C(=S)Nc2ccc(F)cc2)CC1	·	7%	8%	·	-18%
Cc1ccc(-c2c(C(=O)N(C)Cc3ccccc3)oc(=O)c3ccccc23)cc1	3.4%	20%	33%	-1%	-3%
Cc1sc2ncn(CC(=O)NCc3ccco3)c(=O)c2c1-c1ccc(F)cc1	0.2%	1%	3%	13%	-5%
CCCCCCN(C(=O)CCCCCN1C(=O)NC(c2ccc([N+](=O)[O-])cc2)C(C(=O)OCc2ccccc2)=C1C)C(C(=O)NCCCC)c1ccc(OCC(=O)OC)c(C(=O)OC)c1 (stereo not drawn)	·	10%	0%	·	2%
CCC(=O)N(C)CCc1cc2c(c(OC)c1/C=N/NC(=O)c1ccc(Br)cc1)OCO2	1.3%	18%	3%	-1%	-3%
COc1ccccc1P(=O)(c1ccccc1)c1ccccc1	0.1%	-1%	-25%	-18%	0%
CC1(C(=O)Nc2cccc3ccccc23)CC1(Br)Br (stereo not drawn)	11%	38%	?	-4%	1%
CN(C)CCOCCOc1ccccc1-c1ccccc1	i	53%	-4%	-13%	-6%
CCOC(=O)CN(C)C(=O)CCc1nnc(-c2ccc(-c3ccccc3)cc2)o1	3.0%	74%	9%	-10%	-6%
COc1cc(/C=N/NC(=O)c2ccncc2)ccc1OC(C)=O	1.1%	42%	?	-6%	-4%
O=C(NNC(=S)NC1CCCCC1)c1cccc(S(=O)(=O)Nc2ccccc2Cl)c1	1.2%	-20%	-1%	0%	-17%
C=CCn1c(N)cc(=O)nc1SCC(=O)N1CCN(c2ccc(F)cc2)CC1	0.7%	13%	-13%	27%	-2%
COc1ccc([N+](=O)[O-])cc1NC(=O)c1ccc(-n2nc(C)cc2C)cc1	i	-5%	-2%	-17%	5%

5 entries from above, arranged by count of non-hydrogen atoms, low to high:
SMILES	VEEV TC-83 Vero	M. tuberculosis	M. tuberculosis HTS	influenza NS1A	Salmonella PhoP GFP	others
CC1(C(=O)Nc2cccc3ccccc23)CC1(Br)Br (stereo not drawn)	11%	38%	?	-4%	1%
COc1cc(/C=N/NC(=O)c2ccncc2)ccc1OC(C)=O	1.1%	42%	?	-6%	-4%
COc1ccc([N+](=O)[O-])cc1NC(=O)c1ccc(-n2nc(C)cc2C)cc1	i	-5%	-2%	-17%	5%
C=CCn1c(N)cc(=O)nc1SCC(=O)N1CCN(c2ccc(F)cc2)CC1	0.7%	13%	-13%	27%	-2%
O=C(NNC(=S)NC1CCCCC1)c1cccc(S(=O)(=O)Nc2ccccc2Cl)c1	1.2%	-20%	-1%	0%	-17%

An unsorted share of the library (roughly 1.6% active in at least one column).
